TLR9-MyD88 block = inhibitors of TLR9-MyD88 association in cells, primary screen, cell-based, CHO, BLA complementation, fluorescence. CCF4 FRET ratio. hit rate 0.21% among 340,000. Toll-like receptor 9 (Homo sapiens) + Myeloid differentiation primary response protein …. inhibition, % at 4.98 µM. AID 504734, 2011;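 active means inhibition above the mean over all tested compounds plus 3 SD, cut at about 21% in these data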;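 further: 0% = DMSO only wells and 100% = clavulanate BLA inhibitor control wells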
MC4R ag barr = MC4R agonists recruiting beta-arrestin, primary screen, cell-based, luminescence, agonist arm of biased-ligand search. Melanocortin receptor 4 (Homo sapiens), P32245. U2OS MC4R beta-arrestin complementation; percent of melanotan II response, DMSO zero. activation, % at 8.9 µM. hit rate 0.98% among 360,000;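 active means activation above a per-plate cutoff, the mean activation of sample wells on that plate plus 3 SD, cut at about 8% in these data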
MC4R antag cAMP = MC4R antagonists of cAMP signaling, primary screen, cell-based, TR-FRET, antagonist arm of biased-ligand search; Melanocortin receptor 4 (Homo sapiens), P32245; MC4R-expressing cells, MTII-stimulated cAMP, LANCE TR-FRET; inhibition, % at 6.5 µM; hit rate 0.48% among 360,000; AID 540295, 2011;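 active means inhibition above its plate's cutoff, the mean of tested wells on that plate plus 3 SD, cut at about 29% in these data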;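 further: 0% = Melanotan II alone and 100% = Melanotan II plus saturating MCL0020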
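Material: human MC4R-expressing U2OS cells. Probe or stimulus: Melanotan II challenge. Dosing: 6.5 µM single dose. Times: 30-min compound, 1-h challenge, 1-h detection, room temperature. Technique: TR-FRET with Eu-cAMP and labeled anti-cAMP, 671 nm. Replication: singlicate.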
HTR2A ag = mouse Htr2a agonists via beta-arrestin recruitment, primary screen, cell-based, luminescence; AID 624169, 2012; CHO-K1 mHTR2A beta-arrestin complementation; percent of 30 µM serotonin response; hit rate 0.66% among 360,000; activation, % at 7.6 µM;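 active means activation above a run cutoff, the mean activation of all tested compounds plus 3 SD, cut at about 14% in these data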;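 further: 0% = plate median of compound wells and 100% = 30 µM serotonin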
NOD2-RIPK2 inh = NOD2-RIPK2 binding disruptors in cells, primary screen, fluorescence, CHO cells, BLA complementation. CCF4 ratio. inhibition, % at 4.98 µM. hit rate 0.38% among 360,000. AID 624267, 2012; in the data active means inhibition above about 21%;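 further: 0% = vehicle only and 100% = reference blocker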
ABHD5-PLIN5 inh = ABHD5-PLIN5 interaction inhibitors, primary screen, cell lysate, split luciferase complementation, luminescence. Split G. princeps luciferase complementation, 4 h. inhibition, % at 4 µM. hit rate 0.78% among 360,000. AID 602281, 2012;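 active means inhibition above the mean inhibition across every tested compound plus 3 SD, cut at about 22% in these data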;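 further: 0% = DMSO only wells and the 100% control is not disclosed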
H9c2 protect = cardioprotection against H2O2-induced cell death, primary screen, uHTS, H9c2 cells, ATPLite luminescence. hit rate 0.63% among 360,000. H9c2 cardiomyocytes, H2O2 injury protection, 2 h. protection from H2O2 cell death, % at 20 µM;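 active means compounds giving at least 50% protection of heart cells from peroxide-induced death in the single-dose screen, raw or plate-pattern-corrected value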;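 further: 0% = DMSO wells with peroxide and 100% = DMSO wells without peroxide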
ABCB6 inh MLPCN = ABCB6 transporter inhibitors, primary screen, K562-ABCB6 cells, flow cytometry, MLPCN library. AID 602162, 2011. fluorescence ratio to DMSO, % at 10 µM. K562-ABCB6 porphyrin accumulation, 1 h; active compounds read low. hit rate 0.19% among 360,000;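 active means fluorescence ratio to DMSO below 75%, the collection mean minus 3 SD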;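 further: signal is porphyrin accumulated inside mitochondria; 100% equals median channel fluorescence of DMSO control wells; lower ratio means ABCB6 inhibition with less porphyrin fluorescence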
Glyco luc inh = increase of ERlucT glycosylation luciferase signal, primary screen, N-linked glycosylation inhibitor project, D54 ERlucT cells, luminescence, set 2; reporter increase, % at 12.5 µM; hit rate 0.23% among 360,000; D54 ERlucT glycosylation luciferase reporter, 24 h; percent of 100 nM tunicamycin response;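 active means mean luciferase reporter signal, scaled so untreated is 0 and the glycosylation-blocking control 100, at or above a set limit in every replicate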;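 further: luciferase carries N-glycosylation sites so blocking glycosylation raises the light; 0% = median of neutral control wells and 100% = median of 100 nM tunicamycin wells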
NCOA2 inhibitor = inhibition of GAL4-SRC2 driven luciferase reporter, primary screen, SRC2 inhibitor project, cell-based, luminescence; Nuclear receptor coactivator 2 (Homo sapiens), Q15596; HEK293 GAL4-SRC2 luciferase reporter; inhibition, % at 9 µM; hit rate 0.17% among 370,000;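 active means inhibition above the mean inhibition of all tested compounds plus 3 SD, set per campaign, cut at about 52% in these data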;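 further: 0% = DMSO treated cells and 100% = cells given Gossypol at 36 µM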
Target sequence (Q15596 whole entry, looked up, the tested form may be a part): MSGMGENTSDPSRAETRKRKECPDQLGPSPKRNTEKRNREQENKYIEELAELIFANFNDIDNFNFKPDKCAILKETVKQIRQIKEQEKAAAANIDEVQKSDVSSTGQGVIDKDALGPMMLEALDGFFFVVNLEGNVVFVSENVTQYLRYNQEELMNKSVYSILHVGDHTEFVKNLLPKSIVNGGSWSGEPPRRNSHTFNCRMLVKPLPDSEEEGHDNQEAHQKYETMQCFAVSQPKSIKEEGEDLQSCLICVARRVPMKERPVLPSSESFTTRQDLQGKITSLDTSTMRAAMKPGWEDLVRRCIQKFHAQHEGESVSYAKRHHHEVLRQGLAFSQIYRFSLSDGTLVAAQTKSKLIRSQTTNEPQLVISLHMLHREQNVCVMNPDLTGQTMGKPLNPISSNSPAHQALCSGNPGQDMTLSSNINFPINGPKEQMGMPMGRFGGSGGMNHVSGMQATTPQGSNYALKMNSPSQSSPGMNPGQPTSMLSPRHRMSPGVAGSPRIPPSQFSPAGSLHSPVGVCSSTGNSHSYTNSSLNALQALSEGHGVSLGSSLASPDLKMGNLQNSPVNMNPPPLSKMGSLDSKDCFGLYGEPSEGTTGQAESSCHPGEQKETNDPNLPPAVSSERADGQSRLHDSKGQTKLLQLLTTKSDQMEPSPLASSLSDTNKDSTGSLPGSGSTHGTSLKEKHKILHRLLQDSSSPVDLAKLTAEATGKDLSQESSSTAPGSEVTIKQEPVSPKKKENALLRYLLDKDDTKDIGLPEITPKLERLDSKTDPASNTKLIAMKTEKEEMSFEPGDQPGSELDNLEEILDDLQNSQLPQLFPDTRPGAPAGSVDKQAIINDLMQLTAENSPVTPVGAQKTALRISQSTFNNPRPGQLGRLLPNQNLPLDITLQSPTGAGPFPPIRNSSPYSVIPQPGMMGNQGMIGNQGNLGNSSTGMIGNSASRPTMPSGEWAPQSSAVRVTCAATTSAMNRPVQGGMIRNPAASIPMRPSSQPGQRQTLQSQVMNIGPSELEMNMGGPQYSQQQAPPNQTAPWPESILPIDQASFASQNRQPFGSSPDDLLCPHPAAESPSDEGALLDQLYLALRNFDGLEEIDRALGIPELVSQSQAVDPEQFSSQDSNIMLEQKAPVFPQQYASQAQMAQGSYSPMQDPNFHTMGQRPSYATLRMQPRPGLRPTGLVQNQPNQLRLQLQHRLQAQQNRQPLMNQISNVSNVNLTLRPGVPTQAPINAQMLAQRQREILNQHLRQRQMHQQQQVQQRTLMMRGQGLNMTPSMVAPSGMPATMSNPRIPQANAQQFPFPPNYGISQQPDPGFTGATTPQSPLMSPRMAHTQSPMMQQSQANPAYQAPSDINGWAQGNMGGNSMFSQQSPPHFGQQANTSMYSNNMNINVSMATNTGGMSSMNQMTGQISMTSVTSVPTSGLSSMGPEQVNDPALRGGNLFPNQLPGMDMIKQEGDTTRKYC
Active calls of the source: *; i = inactive; / = no result given.

mol	TLR9-MyD88 block	MC4R ag barr	MC4R antag cAMP	HTR2A ag	NOD2-RIPK2 inh	ABHD5-PLIN5 inh	H9c2 protect	ABCB6 inh MLPCN	Glyco luc inh	NCOA2 inhibitor
COCCNC(=O)c1ccccc1NS(=O)(=O)c1ccc(C)c([N+](=O)[O-])c1	-6	-0.2	26	-1	-10	6	9	97	2	-44
Cc1ccc(C(=O)N/N=C\c2ccc3c(c2)OCO3)cn1	-6	-0.4	-2	-1	-7	7	1	97	1	-22
Cc1ccc(NC(=O)COc2ccc(Cl)cc2Cl)cc1S(=O)(=O)N1CCOCC1	8	4.8	0	-4	-9	7	-11	98	-2	-14
Cc1cccc(C)c1NC(=O)COC(=O)CN1C(=O)C2CCCCC2C1=O (configuration not stated)	-6	-1.8	6	1	-1	-3	2	97	-1	2
CCNC(=O)OCC12CC3CC(CC(C3)C1)C2	1	-0.3	2	1	7	-3	-8	101	-2	-14
COc1ccccc1N1CCN(C2CC(=O)N(c3ccc(F)cc3)C2=O)CC1 (configuration not stated)	-8	-0.5	17	5	-5	7	6	100	0	-10
CCOc1ccc(CCN2C(=O)C(=O)N([C@@H](Cc3ccccc3)CN3CCC[C@H]3CN3C(=O)C(=O)NC[C@@H]3CC(C)C)C[C@@H]2Cc2ccc(O)cc2)cc1	/	/	/	1	-15	11	/	i	/	9
Cn1c(CCNC(=O)c2ccccc2F)nnc1SCc1nc2ccccc2c(=O)[nH]1	8	1.7	0	13	-4	11	27	96	-2	5
CC1(C(=O)NS(=O)(=O)Cc2ccccc2)CCN1C(=O)C/C=C/c1ccccc1 (configuration not stated)	/	-0.5	-5	1	4	8	-3	96	2	4
CCCN(CCC)C(=O)c1c(C)[nH]c(C(=O)OCC)c1C	/	-0.9	13	-4	1	7	12	97	1	-3
CCc1cc2cc3c(cc2nc1SCC(=O)Nc1cc(C)on1)OCO3	1	1.3	9	3	-9	0	-22	104	2	6
CC(C)N(C(=O)[C@H]1C[C@H](CC(=O)NCc2cccc(C(F)(F)F)c2)C(=O)N2CCc3c([nH]c4cc(-c5ccco5)ccc34)[C@]12C)C(C)C	-1	3.2	6	2	-7	22*	-8	98	-5	3
CC1(C)Cc2ccccc2C(CSc2ccccc2C(=O)O)=N1	0	0.0	25	-3	5	6	-17	100	-2	25
O=C(O)c1ccc(Nc2c3ccccc3nc3ccccc23)cc1	-28	0.2	11	8	-17	5	-6	96	0	-1
Cc1cc(C)n(CC(O)CN2c3ccccc3Sc3ccccc32)n1 (configuration not stated)	-4	3.0	2	-4	7	0	14	87	-5	0
Cc1cccc(N2CCN(C(=O)CCCCCn3c(=S)[nH]c4ccc(N5CCOCC5)cc4c3=O)CC2)c1C	-7	0.9	13	-2	-1	-5	3	95	-4	5
COc1ccc2c(c1)cc1n2CCN=C1NCCO	7	0.0	3	6	1	-5	5	98	0	-22
Cc1ccc(CCNC(=O)c2nnc(CS(=O)(=O)c3ccccc3)o2)cc1	-10	0.1	12	0	-6	3	6	98	-2	6
COC(=O)c1ccccc1COc1cccn2c(N(C)C(=O)CCC3CCCC3)c(C)nc12	/	0.3	18	-1	9	0	10	90	-2	7
COc1ccccc1CC(=O)N1CCOCC1	-3	1.8	2	-3	-3	-4	7	108	1	12
CC(C)(C)C(=O)Cn1c(NCCCO)nc2ccccc21	14	-0.6	0	0	-6	17	-2	89	1	2
CCCc1cc(=O)n2nc(N3CCC(C(=O)Nc4c(F)c(F)c(F)c(F)c4F)CC3)sc2n1	-20	-2.1	2	-1	-7	-5	-2	102	2	-12
CC1CC2c3cccc(C(=O)O)c3C(=O)N2c2ccc(Cl)cc21 (configuration not stated)	1	-1.5	5	1	0	2	2	98	0	12
COc1ccccc1NC(=O)Cn1nnc(-c2ccccc2NC(=O)c2cnccn2)n1	1	0.1	1	5	-14	-13	-4	99	-4	15
CCc1cc2c(COC(=O)c3c(C)noc3C)cc(=O)oc2cc1O	-8	1.8	-1	-2	-3	-6	22	96	5	-5
CC(=O)Nc1ccc(Cc2ccncc2)cc1	-10	1.2	0	4	-3	3	8	96	/	-7
O=C(O)c1cccc(NC(=O)C2CC(=O)N(Cc3ccccc3)C2)c1 (configuration not stated)	-3	-1.5	1	-4	-10	1	-3	121	2	-23
O=C(COc1ccc(F)cc1)c1ccc2c(c1)CCCC2	5	0.7	5	-4	-2	-3	-17	105	-3	-3
CCN(CC)c1ncnc2c1ncn2[C@H]1CN(Cc2cccs2)C[C@@H](CO)O1	/	0.8	2	2	3	-8	3	100	-2	-8
CC(C(=O)Nc1cccc(Br)c1)c1ccc([N+](=O)[O-])cc1 (configuration not stated)	1	1.1	8	-4	-3	-1	-13	92	-3	3

An excerpt of these results, with values under each structure.
Every second line gives: TLR9-MyD88 block | MC4R ag barr | MC4R antag cAMP | HTR2A ag | NOD2-RIPK2 inh | ABHD5-PLIN5 inh | H9c2 protect | ABCB6 inh MLPCN | Glyco luc inh | NCOA2 inhibitor
Cc1ccc(CCNC(=O)c2nnc(CS(=O)(=O)c3ccccc3)o2)cc1
→ -10 | 0.1 | 12 | 0 | -6 | 3 | 6 | 98 | -2 | 6
COC(=O)c1ccccc1COc1cccn2c(N(C)C(=O)CCC3CCCC3)c(C)nc12
→ / | 0.3 | 18 | -1 | 9 | 0 | 10 | 90 | -2 | 7

Later entries
mol	TLR9-MyD88 block	MC4R ag barr	MC4R antag cAMP	HTR2A ag	NOD2-RIPK2 inh	ABHD5-PLIN5 inh	H9c2 protect	ABCB6 inh MLPCN	Glyco luc inh	NCOA2 inhibitor
Cc1ccc2c(c1)N(C(=O)NC1CCCCC1)C(C)(C)CC2C (configuration not stated)	-7	-1.4	5	1	-10	-1	-6	97	2	-13
C[C@@H](NC(=O)c1[nH]cnc1C(=O)Nc1cccc(Cl)c1)c1ccccc1	6	4.4	9	-2	14	-2	8	91	4	9
CCN(CC)c1ccc(NC(=O)CCS(=O)(=O)c2cccc3nsnc23)c(C)c1	-9	3.2	6	2	2	3	-5	96	1	-13
CSc1nccc(NC(=O)c2cccc(Br)c2)n1	4	0.4	8	-3	-8	-1	-14	94	1	-2
C/C(=N\NC(=O)C1COc2ccccc2O1)c1cc2ccccc2o1 (configuration not stated)	3	-1.5	1	-1	8	-5	2	101	2	-10
CCn1cc(CNCc2c(C(=O)N3CCCCC3)nc3c(C)cccn23)cn1	4	-0.5	2	-2	-11	5	-1	105	1	-23
COCCn1nnnc1SCC(=O)c1ccccc1	2	-0.4	-1	10	9	6	1	92	-1	-20
O=C(Cc1ccc(Cl)cc1)NCCc1ccc(F)cc1	/	1.0	5	-2	-5	-2	-1	97	0	-7
O=C(c1cnn2c(C(F)(F)F)cc(-c3ccccc3)nc12)N1CCCc2ccccc21	7	-0.9	5	0	-1	-4	0	98	-1	-21
Cc1cc(N2C(=O)CCC2=O)ccc1NC(=O)c1cccs1	3	-0.9	10	3	2	-1	10	91	1	-6
O=S(=O)(c1ccccc1)N1N=C(c2ccccc2)CC1c1ccccc1F (configuration not stated)	1	-0.4	12	-3	9	-6	-5	95	-3	-2
CN1CCN(c2ccc(CNC(=O)c3cc4ccccc4o3)cc2)CC1	3	2.3	8	-1	2	15	-1	99	-1	9
NC(=O)COC(=O)c1cccc(NS(=O)(=O)/C=C/c2ccccc2)c1	-7	-0.2	-4	1	5	0	-7	97	-3	11
O=c1cc(-c2ccccc2)oc2ccc(Br)cc12	-6	0.8	0	9	0	9	-10	100	-8	-80
CCO[C@@H]1OC(C(=O)N2CCOCC2)=C[C@H](c2ccc(C(F)(F)F)cc2)[C@H]1CCCO	0	0.8	12	5	-6	-3	0	102	2	5
COc1ccc(S(=O)(=O)N2CCOCC2)cc1NC(=O)CSc1nnnn1C1CC1	-11	-2.9	14	-1	-7	6	-4	97	0	0
O=C(CCC(=O)c1cccs1)OCC(=O)N1CCN(C(=O)c2ccco2)CC1	4	-0.2	2	0	1	3	-9	95	3	0
COCCSc1ccccc1C(=O)Nc1ccc([N+](=O)[O-])cc1OC	-4	-2.1	9	-4	-6	1	-3	88	-1	7
COc1ccc(SC[C@H](Cc2ccccc2)N2CC[C@@H](O)CCC2=O)cc1	-8	0.7	4	6	4	7	4	97	2	-4
O=C1C(=O)N(CNc2cccnc2)c2ccccc21	1	-2.5	-18	1	-10	-4	3	109	2	-6
CCOC(=O)c1c(C)[nH]c(C)c1S(=O)(=O)NCC1CCN(Cc2ccccc2OC)CC1	7	-2.2	4	-11	4	-4	3	93	0	-14
c1ccc(C2CNCc3c2ccc2ccccc32)cc1 (configuration not stated)	-3	1.2	-7	3	-6	6	-1	106	2	7
CCCCNc1nnc(SCC(=O)c2c[nH]c3ccccc23)s1	5	-4.1	14	-2	-5	-4	-4	107	4	7
COc1ccc(NS(=O)(=O)c2cc(NC(=O)CNC(=O)c3ccc(C)s3)ccc2Cl)cc1	-4	-0.2	5	-2	-3	-6	-4	98	-1	14
CCc1nc(Nc2cccc(OC)c2)c2oc3ccccc3c2n1	-6	2.4	15	-7	-3	-5	5	100	2	-39
Cn1c(=O)c(Oc2cc(Cl)cc(Cl)c2)nc2ccccc21	5	-0.7	-1	3	3	6	-18	101	1	21
CCCCSCc1ccc(C(=O)O)o1	-9	2.8	18	2	0	2	-1	97	1	-13
Cc1ccc(C(O)(C(=O)NNS(=O)(=O)c2ccc(C)cc2)c2ccc(C)cc2)cc1	-5	3.6	5	3	-7	-3	2	99	-1	-9
CC(C)(CO)NC(=O)C(c1ccccc1)c1ccccc1	-3	-0.5	-5	5	-3	-10	-2	98	-2	-25
NC(=O)c1ccc(NC(=O)c2cncn2-c2ccccc2)cc1	6	-0.3	2	-2	-15	2	1	90	1	-11

mol	TLR9-MyD88 block	MC4R ag barr	MC4R antag cAMP	HTR2A ag	NOD2-RIPK2 inh	ABHD5-PLIN5 inh	H9c2 protect	ABCB6 inh MLPCN	Glyco luc inh	NCOA2 inhibitor
O=C(Nc1ccc(Oc2cccnc2)cc1)C1CCN(Cc2cc(Cl)ccc2O)CC1	-17	2.5	8	3	-1	12	-8	96	0	19
CC1CCN(C(=O)COC(=O)Cn2cnc3c2c(=O)n(C)c(=O)n3C)CC1	6	0.1	6	0	-2	5	0	98	2	0
O=C(C1CCN(S(=O)(=O)c2cccnc2)CC1)N1CCN(c2ccc(Cl)cc2)CC1	-15	-2.5	23	3	-3	4	-10	97	-6	10
Cc1ccc(CN2CC(=O)N3[C@H]4c5ccccc5OC[C@@H]4[C@H](c4ccccc4)[C@]3(C)C2=O)cc1	5	0.5	4	7	-3	0	-5	97	-3	20

Screens from PubChem.

A portion of the library, so the mix of outcomes need not match the whole.
